HTR5A inv ctr = inverse agonist of human HTR5A in OPRM1-OPRD1 counter-screen | HTR5A cell line, luminescence, inverse agonism | inhibition, % at 9.3 µM | 340,000 compounds, 0.083% hits | AID 504634; in the data active = inhibition mostly above about 23%, no sharp cut-off; inactive = mostly below about 18%;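 note: 0% = cells with DMSO and 100% = no-cell wells with DMSO; some compounds called inactive have numbers as strong as hits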
Target sequence (P47898 whole entry, looked up): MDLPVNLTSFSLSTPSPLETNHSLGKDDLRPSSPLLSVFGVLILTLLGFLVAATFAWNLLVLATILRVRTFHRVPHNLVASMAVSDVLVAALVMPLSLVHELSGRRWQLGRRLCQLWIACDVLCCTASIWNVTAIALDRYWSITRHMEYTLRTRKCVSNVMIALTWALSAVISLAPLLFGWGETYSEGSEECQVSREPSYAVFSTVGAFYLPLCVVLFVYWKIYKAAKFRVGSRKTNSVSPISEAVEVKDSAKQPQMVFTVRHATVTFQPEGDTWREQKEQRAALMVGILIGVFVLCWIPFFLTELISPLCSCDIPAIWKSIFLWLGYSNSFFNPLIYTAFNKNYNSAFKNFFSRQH
SUMO Mot1 rescue = blocks SUMOylation pathway, rescuing yeast Mot1-301 growth. S. cerevisiae Mot1-301 growth rescue, ATP luminescence, 38.5C; percent above DMSO median, 100 means doubled. growth rescue, % at 18.8 µM. 320,000 compounds, 1% hits;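 active = every valid replicate shows activation above 250% relative to neutral control wells; inactive = the rest, any valid replicate at or below 250%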;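 note: OY570 slx delta 5 strain wells were the positive control but not used for scaling; some compounds called inactive have numbers as strong as hits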
PfHsp90 set2 = growth inhibition of yeast expressing Plasmodium Hsp90. S. cerevisiae expressing PfHsp90, BacTiter-Glo ATP, 48 h; yeast lacking PDR1 and PDR3 efflux regulators. inhibition, % at 9.4 µM. 310,000 compounds, 0.32% hits;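 active = every replicate shows inhibition above about 80%, whatever the replicate mean, limit read from the data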;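 note: 0% = DMSO neutral controls and 100% = 20 µM radicicol positive controls; yeast relying on Plasmodium falciparum Hsp90 in place of its own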
E coli growth = reduces bacterial viability in AddAB counter-screen; E. coli V3065 growth, OD600 absorbance, 18 h; inhibition, % at 11.9 µM; 330,000 compounds, 0.27% hits; AID 449728;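 active = inhibition above the campaign's mean inhibition across all tested compounds plus 3 SD, cut at about 9.9% in these data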;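 note: uninfected addAB+ strain grown without phage in ampicillin broth; 0% = DMSO wells and 100% = ciprofloxacin 0.95 µg/ml wells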
HTR5A ag ctr = HTR5A agonism, opioid heterodimer counter-screen. P47898. HTR5A agonist assay, luminescence, cell-based. activation, % at 9.3 µM. 340,000 compounds, 0.61% hits; in the data active = activation mostly above about 9.5%, no sharp cut-off; inactive = mostly below about 7.6%;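 note: 0% = cells with vehicle only and 100% = reference agonist; strong numbers were not always called active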
phage Ecoli inh = E. coli growth loss with phage present; growth absorbance; inhibition, % at 11.9 µM; 360,000 compounds, 0.26% hits; in the data active = inhibition above about 11%
MOR-DOR inv ag = mu-delta opioid heterodimer inverse agonism; 340,000 compounds, 0.21% hits; cell-based MOR-DOR heterodimer luminescence; inhibition, % at 9.3 µM; in the data active = inhibition above about 22%, passing the limit was not always enough;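 note: 0% = cells with DMSO and 100% = wells without cells with DMSO; values of inactives mirror those of a sister screen read the other way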
PKA-R1A activ = activators of PKA-R1A complex; P00514+P68181; PKA-R1A dissociation, Cy5-IP20 fluorescence polarization; scaled: DMSO 0%, 113 µM cGMP 100%; activation, % at 11.4 µM; 340,000 compounds, 0.083% hits;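 active = percent activation above the mean of all tested compounds plus 3 SD, cut at about 19% in these data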;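 note: higher means more PKAc released from R1A so a rise in polarization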
Pemphigus Ab inh = inhibitors of pemphigus antibody binding to human desmoglein-3 | P32926 | DSG3-coupled beads, scFv-anti-DSG3-GFP binding, flow cytometry; stronger effect = lower value | binding (percent of control), % at 10 µM | 310,000 compounds, 0.48% hits;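 active = binding more than 3 SD below its plate's average and above zero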; note: some compounds called inactive have numbers as strong as hits
AddAB inh = less growth of phage-infected E. coli with AddAB; E. coli expressing H. pylori AddAB, absorbance growth; inhibition, % at 11.9 µM; 330,000 compounds, 0.29% hits; AID 435030; in the data active = inhibition above about 12%;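 note: 0% = vehicle wells of infected cells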
OPRM1-OPRD1 ag = OPRM1-OPRD1 heterodimerization agonism | cells, luminescence | activation, % at 9.3 µM | AID 504326 | P35372+P41143 | 340,000 compounds, 0.3% hits; in the data active = activation above about 18%;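 note: 0% = vehicle-treated cells and 100% = reference agonist; values of inactives mirror those of a sister screen read the other way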
* hit, by the source's call; / = not tested or not shown.

mol	HTR5A inv ctr	SUMO Mot1 rescue	PfHsp90 set2	E coli growth	HTR5A ag ctr	phage Ecoli inh	MOR-DOR inv ag	PKA-R1A activ	Pemphigus Ab inh	AddAB inh	OPRM1-OPRD1 ag
O=C(OCC(=O)N1CCN(S(=O)(=O)c2ccc(Cl)cc2)CC1)C1CCC1	16	-24	16	1.3	3	1.8	5	-5	98	0.8	-1.0
CCOC(=O)Cc1csc(SCc2cc(=O)oc3cc(O)ccc23)n1	-6	0	-4	1.6	-1	3.6	11	-8	/	2.6	-2.2
O=C(Oc1cccnc1)c1cc(S(=O)(=O)N2CCOCC2)ccc1Cl	-14	-6	11	-0.8	13	1.4	12	-6	95	1.8	-2.1
CN1CCn2c1nc(N1CCCCC1)nc2=O	-6	-19	13	-0.5	2	4.9	12	1	96	1.8	-2.5
O=C1CCCN1CN1CCCCC1	8	57	9	1.2	-7	3.6	1	-13	107	3.0	-0.2
Cc1ccc(OCC(=O)N/N=C\c2ccc(C)o2)c(C)c1	-7	-7	-3	-2.0	3	4.8	19	-4	101	1.0	-3.7
C=CCOc1ccc(C2/C(=C(\O)c3ccc4c(c3)OCCO4)C(=O)C(=O)N2CCCN2CCOCC2)cc1 (stereo unspecified)	-42	4	-1	0.0	2	0.9	3	4	102	0.8	-0.6
O=C(c1ccc(F)cc1)N1CCN(c2ncccn2)CC1	-14	0	-2	-2.2	0	2.2	12	6	93	2.6	-2.2
CN(C)C(CNC(=O)C1CCN(S(=O)(=O)c2cc(Cl)ccc2Cl)CC1)Cc1ccccc1 (stereo unspecified)	5	/	-1	/	-3	0.0	6	-4	98	/	-1.4
Nc1nnc(-c2cccc(Cl)c2Cl)c(N)n1	-14	296	2	2.2	6	4.5	9	0	120	2.4	-1.5
COC(=O)c1ccccc1NC(=O)CN(Cc1ccccc1)S(C)(=O)=O	-4	0	9	-3.4	-2	0.6	6	2	102	-0.1	-1.1
COc1ccc(S(=O)(=O)N2CC(C)N(C(=O)N(C)C)C2C)cc1 (stereo unspecified)	2	63	-14	-0.6	0	0.3	-7	1	102	3.9	0.9
O=C(NC1CCCC1)C(c1ccc(F)cc1)N(C(=O)c1csnn1)C1CC1 (stereo unspecified)	5	16	22	-0.7	6	0.1	-3	0	/	4.3	0.4
COC(=O)c1ccc(NC(=O)c2ccc3c(c2)C(=O)N(C)C3=O)cc1	10	-5	-1	1.0	-3	0.5	9	4	98	2.8	-1.9
Cc1nn(C)c2nc(-c3cccs3)cc(C(F)(F)F)c12	0	-4	-17	0.2	0	4.9	-12	-1	111	2.9	2.1
CCOC(=O)c1cnc(SCc2ccc(C)cc2)nc1N	15	-1	-1	1.2	-2	1.9	-24	-1	74	2.1	3.9
COCCN1Cc2cccc(C(=O)Nc3ccc(-c4nc5ccccc5[nH]4)cc3)c2C1=O	0	689*	-26	0.0	-2	1.8	9	1	114	4.3	-1.8
COc1ccc(Br)cc1C(=O)N/N=C/c1ccc2c(c1)n(C)c(=O)n2C	-11	2	-7	-1.3	4	0.3	7	-5	98	-1.4	-1.3
O=[N+]([O-])c1ccc(N2CCN(Cc3cccc([N+](=O)[O-])c3)CC2)cc1	4	-21	19	1.0	-1	1.9	-3	7	96	2.3	0.6
Cc1cc(C)c(S(=O)(=O)N2CCN(c3ccc([N+](=O)[O-])c(NCC4CCCO4)c3)CC2)c(C)c1 (stereo unspecified)	-21	-13	-1	0.9	9	0.9	-10	7	100	-2.5	1.6
COc1ccc(NS(=O)(=O)c2ccc(Br)s2)cc1OC	3	-3	-8	1.1	-1	1.8	4	4	/	1.4	-0.8
O=C(c1ccc(N2C(=O)C3CC=C(Cl)CC3C2=O)cc1)N1CCOCC1 (stereo unspecified)	-1	366	-16	-0.2	0	4.2	21	-4	95	1.5	-4.3
COc1ccc2cc(-c3cc(C(=O)O)c4ccccc4n3)ccc2c1	-9	48	38	-4.5	0	1.6	0	-10	/	-1.6	0.0
c1ccc(CSc2ccc(-c3cccs3)nn2)nc1	-10	-15	-5	-1.2	4	3.2	6	-3	/	5.8	-1.3
C/C(=N/Nc1ccc(C)cc1)C1(C)N(O)C(C)(C)C(c2ccco2)=[N+]1[O-] (stereo unspecified)	-8	46	13	-2.7	3	-1.2	-2	-3	101	-0.4	0.2
CCC/C=N/Nc1nnc(Cc2ccc(OC)c(OC)c2)c(=O)[nH]1	-1	0	33	0.9	0	1.4	13	-12	95	1.4	-2.9
Cc1ccc(S(=O)(=O)N2CCC(C(=O)N[C@@H](C)C(=O)NCc3ccco3)CC2)cc1	5	160	9	-1.3	-2	0.6	6	1	110	0.8	-1.2
COc1cccc(CNC(=O)Cn2ccc3cc(S(=O)(=O)N4CCCC4)ccc32)c1OC	-1	19	1	0.8	0	2.0	18	3	/	-1.1	-3.5
COc1ccc(C2CC(C(F)(F)F)n3nc(C(=O)NCCCn4ccnc4)cc3N2)cc1OC (stereo unspecified)	23	-5	22	0.5	-1	1.3	7	-5	/	4.4	-1.6
Cc1ccc(S(=O)(=O)Nc2ccccc2C(N)=O)cc1	-10	130	/	-1.8	2	2.4	1	-2	105	-0.3	-0.3

Shown with values under each structure: 2 of the compounds above.
Values run as follows: HTR5A inv ctr, SUMO Mot1 rescue, PfHsp90 set2, E coli growth, HTR5A ag ctr, phage Ecoli inh, MOR-DOR inv ag, PKA-R1A activ, Pemphigus Ab inh, AddAB inh, OPRM1-OPRD1 ag
Cc1nn(C)c2nc(-c3cccs3)cc(C(F)(F)F)c12
    0, -4, -17, 0.2, 0, 4.9, -12, -1, 111, 2.9, 2.1
CCOC(=O)c1cnc(SCc2ccc(C)cc2)nc1N
    15, -1, -1, 1.2, -2, 1.9, -24, -1, 74, 2.1, 3.9

New compounds follow
mol	HTR5A inv ctr	SUMO Mot1 rescue	PfHsp90 set2	E coli growth	HTR5A ag ctr	phage Ecoli inh	MOR-DOR inv ag	PKA-R1A activ	Pemphigus Ab inh	AddAB inh	OPRM1-OPRD1 ag
C/C(=N\N1CCCCC1)c1ccccc1O	-2	-12	-5	-1.4	1	1.6	7	4	86	-0.4	-1.5
COC(=O)/C=C/C1=CN(Cc2ccccc2)CCC1=O	6	-12	10	-2.7	6	0.8	5	-4	106	-2.8	-0.8
O=C(Cn1c(=O)c2cccn2c2ccccc21)NCCc1ccc(Cl)cc1	7	-6	6	-1.9	-2	2.8	1	1	129	4.2	-0.1
COCCN(Cc1cc2cc3c(cc2nc1Cl)OCO3)C(=O)Nc1ccc(OC)cc1	5	-12	-4	1.9	-2	0.8	-6	-3	103	3.8	0.8
CC(OC(=O)c1cccc(S(=O)(=O)N2CCCCCC2)c1)C(=O)Nc1ccc(S(N)(=O)=O)cc1 (stereo unspecified)	-5	/	15	2.5	2	4.0	0	-3	90	0.9	0.1
CN(C)S(=O)(=O)c1cccc(NC(=O)c2ccc(N3CCOCC3)c([N+](=O)[O-])c2)c1	18	8	19	0.2	-7	1.3	11	-2	97	2.8	-1.8
COc1cc(C(CCN2CCCC2)c2c(OC)cc(OC)c3ccc(=O)oc23)cc(OC)c1OC (stereo unspecified)	8	-6	/	1.2	1	2.2	10	6	99	0.5	-1.8
O=C1CC(=O)N(c2cccc(F)c2)N1	-4	21	1	0.2	2	3.5	7	-6	101	5.1	-1.3
COc1ccc(/C=N/n2cnnc2)cc1Oc1nc(Cl)ncc1F	-30	11	-28	-4.0	12*	-0.2	1	-19	97	3.0	-0.3
Cc1cccc(N2CCN(c3nc4ccc(Cl)cc4n4cnnc34)CC2)c1C	-17	-3	14	-1.1	6	1.4	11	2	97	0.4	-1.9
Cc1cc(OCC(=O)NCC(C)C)cc(C)c1Br	-2	2	-1	-0.3	0	0.5	-2	3	101	0.8	0.3
CN1CCN(C(=O)C2=C[C@@H](c3csc4ccccc34)C[C@@H](OCc3ccc(CO)cc3)O2)CC1	-9	-8	-15	-3.7	2	1.8	8	0	102	1.4	-1.5
O=C1C=C(c2ccc(F)cc2OCc2ccccc2)C[C@@H](c2ccc(F)cc2)C1	-23	-5	15	0.6	-3	0.6	12	-8	110	1.7	-2.7
Nc1cc(=O)nc(SCC(=O)NC2CCCCC2)n1-c1ccccc1	-4	-13	9	-1.4	5	0.6	-1	-2	106	1.2	0.2
CC(=O)OCCN(CCCn1c(-c2ccncc2)nc2ccccc21)c1nc(CN2CCCCC2)cs1	4	-6	-5	-2.0	-5	-0.8	17	-2	102	3.4	-3.0
O=C(c1ccccc1OCc1ccccc1Br)N1CCN(c2ncccn2)CC1	-3	-9	/	-2.2	1	2.8	7	-15	107	0.3	-1.5
Cc1cccc(N(CC(=O)NC2CCCCC2)C(=O)c2c(C)noc2C)c1	14	-3	-6	-1.9	-2	3.2	1	7	104	1.4	-0.1
Cc1cccc(-c2noc(CCCC(=O)NC3CCCC3)n2)c1	-7	91	4	0.2	3	2.0	-7	0	92	4.9	1.2
O=C(CC(C(=O)O)c1ccc(Cl)cc1)c1ccc(Cl)c(Cl)c1 (stereo unspecified)	-1	23	-1	0.5	0	0.2	7	-8	94	2.0	-1.6
Fc1ccccc1/C=N/Nc1nc2ccccc2o1	-16	7	8	-0.5	4	2.1	-29	0	93	-0.6	6.4
Oc1ccc(/C=N/Nc2ccc(Cl)nn2)cc1O	8	-10	15	-1.3	-2	3.5	9	4	99	1.1	-1.8
Cc1ccc(S(=O)(=O)NC(=O)NCCCCNC(=O)NS(=O)(=O)c2ccc(C)cc2)cc1	-5	11	-8	-0.8	0	2.2	-5	-6	96	-1.6	1.0
COC(=O)C1C2C=CC3(CN(c4cccc(Cl)c4)C(=O)C13)O2 (stereo unspecified)	22	4	9	2.1	-8	0.6	15	2	104	3.3	-3.0
CCOc1cc(NC(=O)c2ccccc2C)c(OCC)cc1NC(=O)C1=Cc2ccccc2OC1	24	-13	/	-0.8	-1	0.0	4	-10	98	2.3	-0.8
CC(NCCc1ccc(S(N)(=O)=O)cc1)C(=O)NCCc1ccc(F)cc1 (stereo unspecified)	-10	0	-4	-3.8	3	-1.2	14	-14	97	-1.6	-2.9
Cc1ccccc1CSCC(=O)NCCSc1ccccn1	-10	4	10	-0.2	4	3.3	16	-18	98	2.8	-3.0
CC1CCC(NC(=O)Cn2cc3c(n2)CCCC3)CC1 (stereo unspecified)	-1	5	2	-1.0	0	2.4	5	1	110	1.1	-1.0
CC1=C(CCN2CCN(C3CCCC3)C(CCO)C2)C(C)(C)CCC1 (stereo unspecified)	-31	/	-16	2.8	-1	3.8	-28	5	106	1.5	5.3
CCOc1cc(/C=C2\CCCc3c2nc2ccccc2c3C(=O)O)ccc1OC	-7	-4	0	-1.9	3	2.2	-4	0	91	2.7	0.7
O=C(COC(=O)c1cncc(Br)c1)NCc1ccco1	7	414*	5	-0.9	-3	2.5	13	-16	77	4.3	-2.3
CCOC(=O)c1c(-c2ccc(F)cc2)csc1NC(=O)c1c(-c2ccccc2)noc1C	-3	719*	21	0.6	3	1.5	-5	-2	98	0.4	0.9
CC1CCCCN1C(=O)c1cc(S(=O)(=O)N2CCOCC2)ccc1Cl (stereo unspecified)	19	6	9	1.6	-1	1.0	3	2	101	2.9	-0.7
